Source: PubChem (several laboratories)
RmlCD inh 1536: inhibitors of Mycobacterium tuberculosis RmlC and RmlD coupled enzymes. P9WH09+P9WH11. RmlC+RmlD coupled enzyme assay, percent inhibition; primary screen in compound mixtures. inhibition, % at 3.6 µM. 160,000 compounds, 0.03% hits; in the data active = inhibition mostly above about 34%, no sharp cut-off; inconclusive = no clear call, values can overlap the other calls; inactive = mostly below about 22%; also: some results filed as inactive read as strong as hits
Target sequence (P9WH09 whole entry, looked up): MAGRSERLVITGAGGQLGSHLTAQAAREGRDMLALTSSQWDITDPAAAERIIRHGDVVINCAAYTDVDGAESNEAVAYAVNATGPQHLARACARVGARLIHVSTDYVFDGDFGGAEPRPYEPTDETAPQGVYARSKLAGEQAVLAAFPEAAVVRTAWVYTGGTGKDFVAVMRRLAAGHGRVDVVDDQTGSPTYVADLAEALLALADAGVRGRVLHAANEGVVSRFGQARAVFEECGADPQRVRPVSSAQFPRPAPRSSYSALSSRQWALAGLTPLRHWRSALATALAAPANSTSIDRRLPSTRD
Target sequence (P9WH11 whole entry, looked up): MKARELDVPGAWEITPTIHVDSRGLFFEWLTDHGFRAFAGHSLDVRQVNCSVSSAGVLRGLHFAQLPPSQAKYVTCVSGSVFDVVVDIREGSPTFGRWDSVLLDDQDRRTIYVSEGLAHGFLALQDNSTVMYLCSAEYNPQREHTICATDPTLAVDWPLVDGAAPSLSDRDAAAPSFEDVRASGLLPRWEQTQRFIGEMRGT
GlmU inhibition: inhibition of mycobacterial GlmU enzyme – biochemical, glucosamine-1-phosphate acetyltransferase (AID 1376); 220,000 compounds, 0.25% hits; M. tuberculosis GlmU acetyltransferase enzyme assay; higher % means a stronger effect; one-dose inhibition, %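 (tested at 30 µM in the primary screen)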; IC50 in µM for titrated hits; in the data active = inhibition above about 13%; inconclusive = no clear call, values can overlap the other calls;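 also: 0% = complete reaction with vehicle and 100% = reaction without substrate; strong numbers were not always called active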
* hit, by the source's call; ? = inconclusive; · = no result given; & = joins results of further samples. This is a subset (hit frequency here may not be typical).

# | structure | GlmU inhibition | RmlCD inh 1536
1 | Cc1cccc(NS(=O)(=O)c2cc(C(=O)N3CCc4ccccc4C3)ccc2Cl)c1C | -1.5% | ·
2 | CCO[C@@H]1OC(C(=O)NCc2nc3ccccc3[nH]2)=C[C@H](c2coc3ccccc3c2=O)[C@H]1CCCO | -8.9% | ·
3 | CN(C)c1nccc(Nc2ccccc2)c1C#N | -0.5% | -9.9
4 | COCCNc1oc(-c2ccccc2Cl)nc1C#N | 0.4% | ·
5 | O=c1oc2ccccc2c(Nc2cccc3cccnc23)c1[N+](=O)[O-] | -7.4% | 1.1
6 | O=S(=O)(Nc1ccc(Cc2ccncc2)cc1)c1ccc(Cl)cc1 | 0.4% | -12.1
7 | CCC(C)Nc1ncnc2c1cnn2Cc1ccc(Cl)cc1 (centres undefined) | 2.8% | 7.8
8 | Cc1ccc(C)c(CN2CCCN(C(=O)Cn3ncc4c3-c3ccccc3OC4)C2)c1 | 4.3% | ·
9 | CCCCOC(=O)c1ccc(Nc2ncnc3nc[nH]c23)cc1 | 5.7% | 17.8
10 | N#CC1(Cc2ccccc2Cl)c2ccccc2C=CN1C(=O)c1ccccc1 (centres undefined) | · | 0.7
11 | Cn1c2c(c(=O)n(C)c1=O)C(NS(=O)(=O)c1ccc(Cl)cc1)(C(F)(F)F)C(=O)N2 (centres undefined) | 0.9% | 2.4
12 | CCOC(=O)c1c(NC(=O)CSc2nnc(CNc3ccc(F)cc3)o2)sc(C(C)=O)c1C | 0.9% | 3.2
13 | C=CCNC(=O)c1ccc(OC)cc1 | 1.7% | ·
14 | CC(C)Oc1ccc(N2CC(C(=O)Nc3ccccn3)CC2=O)cc1 (centres undefined) | 1.4% | 3.4
15 | CCOC(=O)N1CCN(c2c(NCCN3CCN(Cc4ccccc4)CC3)c(=O)c2=O)CC1 | -0.9%&-7.7% | 8.0
16 | CCOC(=O)CC(C#N)c1cn(C)c2ccccc12 (centres undefined) | 7.1% | 19.4
17 | O=c1oc(-c2ccccc2Cl)nc2ccsc12 | 2.7% | ·
18 | CC(=O)N1CCN(S(=O)(=O)c2cccc(C(=O)Nc3nc4ccccc4[nH]3)c2)CC1 | -1.5% | ·
19 | CCCCNC(=O)CCCCn1c(=S)[nH]c2c([nH]c3ccc(OC)cc32)c1=O | -1.1% | 8.1
20 | CCN(CC)CCCN1CC(O)=C(c2nc3ccccc3s2)C1=N | -2.9% | 1.4
21 | COCCn1c(SCC(=O)c2[nH]c(C)c(C(C)=O)c2C)nc2ccccc2c1=O | -0.3% | -11.0
22 | CCc1nc2c(sc3nc4c(cc32)COC(C)(C)C4)c(=O)n1Cc1ccco1 | 2.4% | ·
23 | COc1ccc(CNc2ccc3c(c2)nc(C)n3C)cc1 | -2.6% | 8.0
24 | COc1ccccc1N(C)S(=O)(=O)c1ccc(C(=O)NCc2ccc3c(c2)OCO3)cc1 | -3.1% | 3.6
25 | CCOC(=O)c1[nH]c(CSc2nnnn2-c2ccccc2C)c(C(=O)OCC)c1C | 2.4% | 3.0
26 | O=C(c1ccco1)N1CCN(C2CC(=O)N(c3ccccc3)C2=O)CC1 (centres undefined) | -1.0% | -6.9
27 | O=C(Nc1cc([N+](=O)[O-])ccc1Cl)C1CC1 | -0.3% | ·
28 | CC(=O)N(C)c1ccc(NC(=O)Nc2ccccc2C)cc1 | -6.3% | -1.1
29 | N#Cc1c(NCCN)nc(-c2ccccc2)c2c1CCCC2 | -8.4% | ·
30 | COc1ccc(N(CC(=O)N/N=C/c2ccc(-c3ccc([N+](=O)[O-])cc3)o2)S(=O)(=O)c2ccc(C)cc2)cc1 | -4.8% | 12.8

Next part:
# | structure | GlmU inhibition | RmlCD inh 1536
31 | Oc1ccc2ccccc2c1/C=N/c1nc2c(s1)CCCC2 | -1.4% | ·
32 | CC1CC(C)CN(C(=O)c2cc3cc(Br)cc(Br)c3o2)C1 (centres undefined) | -2.4% | 9.9
33 | CCN1CCN(c2cc(C)c3cc(NC(=O)c4cccs4)ccc3n2)CC1 | 2.2% | ·
34 | O=C(CN(C(=O)c1csnn1)c1cccc2c1CCCC2)NC1CCCC1 | 1.0% | -1.8
35 | O=C(Nc1nnc(SCc2ccc(Cl)cc2)s1)C1CCCO1 (centres undefined) | 4.6% | -8.7
36 | O=C(/C=C/c1cc([N+](=O)[O-])ccc1OC(F)F)Nc1ccc(OC(F)F)cc1 | -4.4% | 22.9
37 | COCCNC(=O)CSc1c2c(nc3ccc(Cl)cc13)CCCC2 | 0.1% | -6.7
38 | CCOC(=O)c1sc(=S)n(Cc2ccccc2)c1N | -0.8% | ·
39 | Clc1ccc(-c2noc(CCCc3ccccc3)n2)cc1 | 1.0% | 11.8
40 | Cc1ccc(N=C2SC(C(=O)NCCc3ccccc3)CC(=O)N2C)cc1C (centres undefined) | -0.5% | 7.9
41 | COc1ccc(C(=O)Nc2ccc(-c3nnn(CC(=O)N4CCN(C(=O)c5ccco5)CC4)n3)cc2)cc1 | -3.0% | ·
42 | CN1C(=O)C2(c3ccccc31)N(C)CC(c1ccccn1)C21SC(=S)N(Cc2ccco2)C1=O (centres undefined) | -3.2% | 5.9
43 | NC(=O)C1(N2CCCCC2)CCN(c2ccc3nnc(-c4ccccc4)n3n2)CC1 | 8.8% | -8.2
44 | O=C(CSc1nnc(-c2ccncc2)n1Cc1ccco1)OC1CCCCC1 | -10.5% | ·
45 | CN1CCN(C(=S)c2cn(Cc3ccc(Br)cc3)c3ccccc23)CC1 | -1.3% | -6.1
46 | CCOC(=O)c1cc(-c2csc(COc3ccccc3)n2)on1 | 1.4% | -9.5
47 | CCC(=O)Nc1ccc(C(=O)NNC(=O)c2cccs2)cc1 | 0.8% | 10.1
48 | COc1cc(/C=C2\SC(=O)N(c3cccc(Cl)c3)C2=O)cc([N+](=O)[O-])c1O | 2.3% | -6.4
49 | CCn1c(SCC(=O)N2CCN(C(=O)c3ccco3)CC2)nnc1C(C)C | 3.0% | ·
50 | COC(=O)c1ccc(NC(=S)Nc2ccccc2)cc1 | 7.4% | 41.3
51 | CCCCC(=O)N/N=C(C)/C=C/c1ccccc1F | -2.8% | ·
52 | ON1C(c2ccccc2C(F)(F)F)N(O)[C@H]2CCCC[C@H]21 (some centres undefined) | -3.8% | ·
53 | CCOc1cc(C(=O)Nc2ccon2)cc(OCC)c1OCC | -0.4% | -7.3
54 | CCC(=O)N(C)CCc1cc2c(c(OC)c1/C=N/NC(=O)c1ccncc1)OCO2 | -1.6% | -9.8
55 | Cc1cnc(C(=O)NC(C)CCc2ccccc2)cn1 (centres undefined) | 1.3% | -6.4
56 | CCOC(=O)N1CCC(Nc2c(NCCCN(CC)Cc3ccccc3)c(=O)c2=O)CC1 | -6.4% | -7.0
57 | COC(=O)c1cnn(-c2ccc(Cl)cc2)c1/C=N/NC(N)=S | 1.4% | 5.9
58 | Cn1c(=N)n(CC(=O)C(C)(C)C)c2ccccc21 | -5.1% | ·
59 | O=C(c1cnn2c(C(F)F)cc(-c3ccccc3)nc12)N1CCCc2ccccc21 | 5.1% | 8.7
60 | Cc1cccc(C(=O)NNC(=O)CCC(=O)Nc2cccc(Cl)c2C)c1 | -4.6% | -8.6

Copied from the list:
entry 36 @ GlmU inhibition: -4.4%
entry 57 @ GlmU inhibition: 1.4%
entry 34 @ GlmU inhibition: 1.0%
entry 33 @ GlmU inhibition: 2.2%
entry 53 @ GlmU inhibition: -0.4%
entry 51 @ GlmU inhibition: -2.8%
entry 58 @ GlmU inhibition: -5.1%

Additional results.
# | structure | GlmU inhibition | RmlCD inh 1536
61 | CCOC(=O)C1(Cc2cccc(Cl)c2)CCCN(C(=O)c2ccc(C)nc2)C1 (centres undefined) | 0.3% | -8.8
62 | Clc1ccc(NCn2cncn2)nc1 | 2.4% | -1.4
63 | C#CCOCCOCCOCCNc1nc(N2CCN(C(=O)[C@H](CCC(=O)O)n3cc(C(N)[C@H](C)CC)nn3)CC2)nc(N2CCN(C(=O)[C@H](Cc3ccc(O)cc3)n3cc(C(N)[C@H](C)CC)nn3)CC2)n1 (some centres undefined) | -1.4% | ·
64 | CC(C(=O)c1cn(C)c2ccccc12)c1ccccc1 (centres undefined) | 0.4% | ·
65 | CC1CCCC(NC(=O)C2CCC(CNc3c(N4CCCC4)c(=O)c3=O)CC2)C1C (centres undefined) | -3.6% | -7.6
66 | CCCC(=O)Nc1ccc(C(=O)NNC(=O)c2ccco2)cc1 | -4.0% | 3.7
67 | COc1cc(/C=C/C(=O)O)cc(S(=O)(=O)Nc2cc(Cl)c(Cl)cc2Cl)c1OC | 9.1% | 57.9
68 | CCc1ccccc1Nc1nc(N)nc(COC(=O)c2cccn2C)n1 | 13.1%* | ·
69 | CCCCN1CNC(=S)N(c2cc(C)ccc2C)C1 | -4.4% | -1.6
70 | CCOC(=O)c1cc(-c2ccc(OC)cc2)n(CCC(=O)NCCN2CCC(C)CC2)c1C | -12.6% | -1.6
71 | COC(=O)CCn1nnc(-c2cccs2)n1 | -0.2% | 5.8
72 | O=C(Nc1ccccc1)c1cccc(S(=O)(=O)NCc2ccco2)c1 | 1.4% | -0.4
73 | Nn1c(SCC(=O)N2CCN(S(=O)(=O)c3ccccc3)CC2)nnc1-c1cccs1 | -1.3% | ·
74 | Cc1ccc(N(CC(=O)NCc2cccnc2)S(C)(=O)=O)cc1C | -2.0% | -4.3
75 | Cc1cccc(NC(=O)c2cc(Cl)nc3ccccc23)n1 | 1.2% | 4.9
76 | CCCCOc1nc2c(c(=O)n(C)c(=O)n2C)n1C | 2.7% | 1.9
77 | COc1ccc(N2CC(C(=O)Nc3nnc(SCC(=O)NC(C)(C)C)s3)CC2=O)cc1 (centres undefined) | 3.9% | -12.2
78 | COc1cccc(C(=O)N2CCN(S(C)(=O)=O)CC2)c1 | -0.3% | -3.5
79 | CCC(CC)NC(=O)COC(=O)c1cccc(C)c1O | 5.8% | ·
80 | O=C1CCCC2=C1C(c1ccccc1)C1C(=O)c3ccccc3C1=N2 (centres undefined) | -6.0% | -5.3
81 | COCc1cc(C)nc(SCC(=O)Nc2cccc(C)c2)c1C#N | -9.0% | 8.3
82 | CCOC(=O)c1csc(NC(=O)CSc2nnnn2-c2ccc(OCC)cc2)n1 | 0.8% | ·
83 | O=C(COC(=O)c1ccc[nH]c1=O)NCC1CCCO1 (centres undefined) | 4.9% | 4.1
84 | CCCCCN(C(=O)NC(=O)Nc1ccccc1C)S(C)(=O)=O | -4.0% | -4.7
85 | C[C@@H](C(=O)Nc1ccc2ccccc2c1)[C@H]1C[C@]1(C)[C@H](NC(=O)c1cccnc1)c1ccccc1 | 0.6% | ·
86 | Cc1ccc(NC=C(S(=O)(=O)c2ccccc2)S(=O)(=O)c2ccccc2)cc1 | -5.0% | -11.9
87 | Cc1ccc(S(=O)(=O)NCCC(=O)NCc2ccc3c(c2)OCO3)cc1C | 1.9% | ·
88 | C#CCNC(=O)C1=C[C@@H](C2CC2)C[C@@H](OCCCCO)O1 | 7.1% | ·
89 | Clc1cccc(Cl)c1-c1nnc2cccc(Cl)n12 | 5.2% | ·
90 | O=C(CCN1C(=O)C2C3C=CC(C3)C2C1=O)Nc1ccc(F)cc1 (centres undefined) | 0.1% | 11.4

Further records follow.
# | structure | GlmU inhibition | RmlCD inh 1536
91 | COCCNC(=O)c1ccc(N2CC3CC(C2)c2cccc(=O)n2C3)c([N+](=O)[O-])c1 (centres undefined) | 9.0% | 9.2
92 | OCCCCc1nccc2c1[nH]c1ccccc12 | 4.1% | 6.2
93 | CC(=O)c1nnn(-c2c(F)cccc2F)c1C | -0.1% | -15.9
94 | CCCCNC(=O)c1cc(C)nc2ccccc12 | · | -13.1
95 | Oc1ccc(/C=N/NC(=S)N/N=C/c2ccc(O)cc2)cc1 | 5.5% | -49.5
96 | COc1ccc(OC)c(CN2C(=O)CCC2(C)C(=O)NC2CCCCCC2)c1 (centres undefined) | 4.0% | 16.9
97 | Cc1cc(C(=O)CN2CCC(C)CC2)c(C)n1-c1ccccc1F | 0.4% | 0.0
98 | COc1ccc(C2=NN(c3nc(C)cc(C)n3)C(=O)C2)cc1 | -3.3% | -10.4
99 | COC(=O)c1cccc(NC(=O)CSc2nnc(COc3cccc(C)c3)n2C)c1 | -0.7% | 4.3
100 | Cc1ncoc1C(=O)N1CCCC(C(=O)c2ccc(-c3ccccc3)c(F)c2)C1 (centres undefined) | -3.0% | ·
101 | COc1ccc(-c2cc(C(F)(F)F)nc(SCC(=O)N3CCOCC3)n2)cc1OC | -1.1% | -0.8
102 | Cc1nnc(Cl)c2nn(-c3ccccc3)c(C)c12 | 0.6% | 3.7
103 | Cc1cccc(NC(=O)c2c(-c3ccccc3)noc2C)n1 | 3.6% | 5.5
104 | CN1CCN(c2ccc([N+](=O)[O-])c(N)c2)CC1 | 2.7% | 5.5
105 | CC1CN2c3ccc([N+](=O)[O-])cc3CC3(C(=O)N(C)C(=O)N(C)C3=O)C2C(C)O1 (centres undefined) | 8.8% | -17.3
106 | Clc1cccc(-c2cc3nc4c(c(N5CCN(c6cnccn6)CC5)n3n2)CCCC4)c1 | 4.7% | -6.2
107 | COc1cc(NS(=O)(=O)c2ccc(Br)cc2)c(OC)cc1NC(=O)c1ccco1 | -5.1% | ?

Structures above with a thiophene ring, fused or not, in the order listed:
# | structure | GlmU inhibition | RmlCD inh 1536
12 | CCOC(=O)c1c(NC(=O)CSc2nnc(CNc3ccc(F)cc3)o2)sc(C(C)=O)c1C | 0.9% | 3.2
17 | O=c1oc(-c2ccccc2Cl)nc2ccsc12 | 2.7% | ·
22 | CCc1nc2c(sc3nc4c(cc32)COC(C)(C)C4)c(=O)n1Cc1ccco1 | 2.4% | ·
33 | CCN1CCN(c2cc(C)c3cc(NC(=O)c4cccs4)ccc3n2)CC1 | 2.2% | ·
47 | CCC(=O)Nc1ccc(C(=O)NNC(=O)c2cccs2)cc1 | 0.8% | 10.1
71 | COC(=O)CCn1nnc(-c2cccs2)n1 | -0.2% | 5.8
73 | Nn1c(SCC(=O)N2CCN(S(=O)(=O)c3ccccc3)CC2)nnc1-c1cccs1 | -1.3% | ·
